Bioassay records as filed in PubChem BioAssay.
Menin MLL FP TR = inhibitors of human menin-MLL interaction, mutant MLL peptide; hit rate 0.23% among 270,000; Potency, µM (series often up to 61.6 µM), without a hit: top-dose FP activity change, negative = inhibition, actives largely listed as inhibitors; Menin + Texas Red MLL mutant peptide, fluorescence polarization; active = well fitted inhibition curve with a large enough effect in the polarisation, with a control signal flat, not every such curve was filed as active; inconclusive = small, poorly fitted or top-dose-only effect, or effect the other way, or a change in a side signal; inactive = no such curve, though single readings can be large or run the other way; the % refers to the polarisation; also: potency is read from the fitted curve at half-maximal effect; % of control where 0% means no effect; many of its hits are not listed in these tables
B2AR arrestin = agonists driving beta-arrestin recruitment to human beta2-adrenergic receptor | Potency, µM (top dose mostly 46.1 µM), for inactives: at the top dose activation, usual class: activators | beta-arrestin recruitment to beta2AR, cell-based reporter | hit rate 0.02% among 330,000 | P07550;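 also: potency is read from the fitted curve at half-maximal effect; 0% = DMSO controls and full agonism = EC100 isoproterenol or metaproterenol; nearly all actives have a fitted effect of over 65% in size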
FBPA coupling cs = inhibits coupling enzyme system, counter-screen for aldolase hits. coupling enzyme system counterscreen, AmpLite Red fluorescence. activity change, negative = inhibition, % at 58.2 µM, hits read low. hit rate 0.67% among 290,000. AID 2472; in the data active = activity change below about -30%; also: % is scaled to controls: 0 for no effect and ±100 for the full control effect
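Activity here indicates interference with the coupling reaction, not aldolase inhibition. Compounds at 57.5 uM final met coupling enzymes for 10 min at RT; substrate and AmpLite Red detection followed, with a 525/598 nm fluorescence read after 20 min.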
Giardia kill = Giardia lamblia killing; Giardia lamblia trophozoite viability; activity change, % at 7.66 µM, hits read low; hit rate 0.15% among 340,000; AID 540267; in the data active = activity change below about -80%; inconclusive = between about -30% and that limit;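 also: parasites exposed to compound for two days anaerobically before the ATP read; % is scaled to controls: 0 for no effect and ±100 for the full control effect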
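Killing of trophozoites was scored by loss of ATP luminescence after a 48 hrs anaerobic exposure to compounds at 37 deg C, using 100 cells per well.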
Tb PFK inh = T. brucei PFK enzyme inhibition | Potency, µM (highest dose often 57.5 µM), for the others: at the highest dose activity, negative = inhibition, most hits filed as inhibitors | AID 485367 | hit rate 0.17% among 330,000 | T. brucei PFK, ADP-Glo luminescence | O15648;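 also: potency is read from the fitted curve at half-maximal effect; 0% = uninhibited 1x PFK enzyme wells and -100% = no-enzyme wells; nearly all actives have a fitted effect of over 60% in size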
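In TEA buffer at pH 8.0 with 5 mM MgCl2, enzyme (1.25 nM) converted F6P (0.5 mM) and ATP (0.1 mM) for 45 min at room temperature. ADP product was read by luciferase luminescence.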
GALK inh = blocks human galactokinase activity; AID 1868; hit rate 0.007% among 270,000; Potency, µM (doses to about 57.5 µM), for the others: top-dose activity change, negative = inhibition, hits mostly inhibitors; Purified GALK, Kinase-Glo residual ATP luminescence; P51570; also: potency is read from the fitted curve at half-maximal effect; % is scaled to controls: 0 for no effect and ±100 for the full control effect
Target sequence (P51570 whole entry, looked up): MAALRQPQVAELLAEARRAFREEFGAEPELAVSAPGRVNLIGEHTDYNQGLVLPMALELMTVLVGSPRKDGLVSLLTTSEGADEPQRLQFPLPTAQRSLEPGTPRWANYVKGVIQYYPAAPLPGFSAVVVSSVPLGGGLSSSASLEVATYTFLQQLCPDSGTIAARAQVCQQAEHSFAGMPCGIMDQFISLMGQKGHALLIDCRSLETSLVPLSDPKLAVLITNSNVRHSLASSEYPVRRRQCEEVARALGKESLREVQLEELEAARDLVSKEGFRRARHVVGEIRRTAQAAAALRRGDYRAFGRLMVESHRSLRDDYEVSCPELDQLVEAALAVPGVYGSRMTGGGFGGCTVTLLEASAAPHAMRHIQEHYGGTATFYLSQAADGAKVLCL
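5 nM enzyme, 35 uM ATP, 100 uM galactose, 20 mM HEPES pH8.0, 5 mM MgCl2; 1 h RT; residual ATP by Kinase-Glo Plus luminescence, qHTS format.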
ASM inhibitor = human S-ASM enzyme inhibition | hit rate 0.006% among 340,000 | P17405 | placental ASM, HMU-PC fluorogenic substrate, 60 min | AID 504937 | Potency, µM (doses to about 57.5 µM), without a hit: top-dose activity change, negative = inhibition, actives largely listed as inhibitors; also: potency is read from the fitted curve at half-maximal effect
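HMU-PC0 cleavage (9 uM final) by human placental ASM, 60 min at 37 °C following 10 min compound exposure at RT; stopped at pH 10, fluorescence Ex 386/Em 447 nm.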
Chronic BCR inh = inhibitors of chronic active B-cell receptor signaling; ABC-DLBCL IkBa-CBG/CBR reporter, luminescence ratio, 4 h; Potency, µM (doses to about 46.1 µM), for the others: at the highest dose ratio change, negative = lower green/red ratio, actives largely listed as inhibitors; hit rate 0.05% among 340,000; AID 493014; active = well fitted inhibition curve with a large enough effect in the signal ratio, with a control signal flat, not every such curve was filed as active; inconclusive = small, poorly fitted or top-dose-only effect, or effect the other way, or a change in a side signal; the % refers to the signal ratio;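 also: potency is read from the fitted curve at half-maximal effect; plate controls were basal doxycycline-induced cells for no effect and cells given 10 µM MG132 for full effect; MG132 reads +100%, hits lower the ratio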
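Cell line TMD8 (human ABC DLBCL), stably expressing tet-inducible CBG68-IkBa fusion and CBR; IMDM/0.5% FBS; cpd up to 46 uM; dox induction, 4 h, 37C/5% CO2; dual luminescence; green/red ratio; MG132 control.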
PTAP TSG101 blk = blocks PTAP/TSG101 interaction to inhibit HIV-1 budding; 340,000 tested, under 10 active; Fluorescence polarization, FITC-PTAP peptide / Tsg101 binding; Potency, µM (series often up to 115 µM), without a hit: top-dose activity change, negative = inhibition, most hits filed as inhibitors; Q99816; active = well fitted inhibition curve with a large enough effect in the main read-out, with a control signal flat, not every such curve was filed as active; inconclusive = small, poorly fitted or top-dose-only effect, or effect the other way, or a change in a side signal; inactive = no such curve, though single readings can be large or run the other way; also: potency is read from the fitted curve at half-maximal effect; % of control where 0% means no effect
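FP read-out: FITC-PTAP peptide, 50 nM final, binding Tsg101 binding domain, 10 uM final; 20 min, r.t.; 10 mM HEPES pH 7.5, 0.15 M NaCl, 0.01% Tween 20, 3 mM EDTA, 0.1 mM TCEP.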
PKM2 activator = activators of human pyruvate kinase M2; P14618; purified PKM2, Kinase-Glo ATP luminescence, activation; response scale: 0% is enzyme alone, no compound; Potency, µM (top dose mostly 57.5 µM), inactives show at the highest dose activation, usual class: activators; hit rate 0.34% among 260,000; also: potency is read from the fitted curve at half-maximal effect; % is scaled to controls: 0 for no effect and ±100 for the full control effect; nearly all actives have a fitted effect of over 55% in size
Target sequence (P14618 whole entry, looked up): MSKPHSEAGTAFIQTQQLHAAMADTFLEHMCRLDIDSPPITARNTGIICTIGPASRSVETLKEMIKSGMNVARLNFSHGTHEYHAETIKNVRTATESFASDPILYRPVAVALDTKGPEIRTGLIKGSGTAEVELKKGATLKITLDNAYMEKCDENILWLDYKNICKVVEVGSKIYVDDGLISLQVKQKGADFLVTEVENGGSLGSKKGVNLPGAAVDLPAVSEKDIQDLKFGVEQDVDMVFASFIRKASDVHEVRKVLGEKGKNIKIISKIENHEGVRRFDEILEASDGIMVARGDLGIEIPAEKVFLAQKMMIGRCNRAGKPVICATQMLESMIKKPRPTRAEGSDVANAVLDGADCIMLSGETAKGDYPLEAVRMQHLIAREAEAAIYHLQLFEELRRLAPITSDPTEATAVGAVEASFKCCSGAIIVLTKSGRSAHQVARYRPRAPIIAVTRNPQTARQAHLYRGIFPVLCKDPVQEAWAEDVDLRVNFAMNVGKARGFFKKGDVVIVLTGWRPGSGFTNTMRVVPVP
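ATP formation by purified human PK-M2, quantified via coupled luciferase luminescence after 1 h at room temperature with 0.1 mM ADP and 0.5 mM PEP final.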
Integrin act MD = activates integrin-mediated alleviation for muscular dystrophy; alpha7betagal myoblasts, beta-gal FDG fluorescence, 48 h; AID 624291; hit rate 0.064% among 350,000; Potency, µM (doses to about 38.3 µM), inactives show at the top dose activation, hits mostly activators;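 also: potency is read from the fitted curve at half-maximal effect; 100% = response of the positive control SU9516; nearly all actives have a fitted effect of over 60% in size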
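alpha7betagal+/- myoblasts (passage 13, 250/well) treated 48 h at 37C with compounds at 1:260 dilution of DMSO stock. Lysed, then beta-galactosidase activity read as FDG fluorescence (ex 480/em 540) after 30 min, with pre-read for autofluorescence.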
* marks the source's active call; other numbers are inactive results; ? = inconclusive; nt = not tested or not shown; [ ] = remark or other dose. Unless noted, calls follow the shape of the dose curve; as a rule, active = well fitted curve in the direction sought with a large enough effect; inconclusive = small, poorly fitted or top-dose-only effect, or another doubt; inactive = no such curve, though single readings can be large; an effect the other way counts as inactive or inconclusive.

SMILES | ASM inhibitor | PKM2 activator | Chronic BCR inh | Giardia kill | B2AR arrestin | Tb PFK inh | FBPA coupling cs | Menin MLL FP TR | PTAP TSG101 blk | GALK inh | Integrin act MD
Cc1nc(-c2ccccc2)cc(N2CCCC2)n1 | -1% | -6% | 5% | 22 | 0.1% | 0% | 2 | -1% | -9% | -2% | -17%
COc1ccc(N2CCN(C3CC(=O)N(Cc4ccccc4)C3=O)CC2)cc1 (stereo unspecified) | 3% | 0% | -1% | 12 | -0.4% | 0% | 1 | ? | -4% | 8% | -26%
CNC(=O)c1nn(-c2ccc(Cl)cc2)ccc1=O | -1% | -4% | 0% | -18 | 0.0% | -5% | -1 | 3% | -4% | 1% | 0%
CC(=O)Nc1ccc(OCc2cccc3ccccc23)cc1 | -4% | -1% | ? | 5 | 0.0% | 0% | 1 | ? | -1% | 9% | 16%
CCn1c(COc2ccccc2OC)nc2ccccc21 | 2% | ? | ? | -13 | 0.1% | -2% | -1 | -2% | -1% | 3% | 15%
COc1ccc(/C=N/Nc2nc(N3CCCC3)nc(N3CCCC3)n2)cc1 | -1% | 1% | 1% | 14 | -0.4% | 0% | 5 | 4% | -1% | 0% | -26%
COc1cc2c(cc1OC)C(c1cc(Br)c(OC)c(OC)c1)CC(=O)N2 (stereo unspecified) | -4% | -1%[11.5 µM] | ? | 18 | 0.5% | 0% | 0 | -12% | 1% | -3% | 16%
CC(=O)c1ccccc1NC(=O)COC(=O)c1c(C)nn(-c2ccccc2)c1C | 7% | nt | -6% | -25 | -0.2% | ? | nt | nt | -2% | nt | 22%
O=C(COc1ccc([N+](=O)[O-])cc1)Nc1ccccc1N1CCCC1 | -1% | 4% | -17% | -6 | -0.7% | -6% | -1 | -16% | -2% | -1% | -7%
O=C(Nc1ccccc1-c1nc2ccccc2s1)c1cccnc1Cl | 20% | -4% | 0% | -7 | -0.2% | -5% | 1 | 19% | -8% | 3% | 1%
O=C(COc1cccc2ccccc12)N/N=C/c1ccncc1 | -3% | -3% | ? | 8 | 0.1% | 0% | -17 | -1% | 0% | 7% | 13%
CC1(C)OC(C)(C)/C(=C\c2ccc(OCC(N)=O)cc2)C1=O | -3% | nt | -7% | 30 | 0.1% | 0% | nt | nt | -5% | nt | -41%
COc1cc(C2NC(=O)c3ccccc3O2)ccc1OC(C)C (stereo unspecified) | 41%[activator] | 2% | 0% | 4 | 0.1% | 1% | 1 | 1% | 3% | -2% | 4%
CN1C(=O)N(c2ccccc2)C(Nc2nncs2)C1(C)C (stereo unspecified) | 3% | 5% | 3% | -14 | -0.5% | -3% | -2 | -5% | -10% | -2% | 8%
CS(=O)(=O)c1ccc2c(c1)sc1nc(=O)c(/C=C3/C=CC(=O)C(O)=C3)c(N)n12 | -2% | 1% | ? | 4 | 0.1% | -13% | -4 | nt | 38%[activator] | ? | -12%
Cc1nn(C)c(C)c1S(=O)(=O)N1CCC(CO)(CC2CCCCO2)CC1 (stereo unspecified) | 0% | -6% | -19% | 2 | -0.6% | -3% | 10 | 0% | 0% | 5% | 29%
Cc1ccc(/C=N/n2nnnc2N)o1 | -8% | 5% | 20% | -6 | 0.3% | -2% | -4 | -1% | -3% | -1% | 20%
CCCC(C)NC(=O)c1cc(S(=O)(=O)N2CCCCCC2)ccc1OC (stereo unspecified) | 0% | nt | -2% | -13 | -0.2% | 5% | nt | nt | 0% | nt | 15%
COc1ccc(CN(CC(=O)NCc2ccc(F)cc2)C(=O)CCC(=O)Nc2nccs2)cc1 | -2% | -3% | -4% | -2 | 0.1% | 6% | 1 | ? | -3% | -1% | -17%
O=C(OCC#Cc1c(COC(=O)c2ccccc2)nnn1Cc1ccccc1)c1ccccc1 | 3% | 0% | -1% | 1 | -0.5% | 3% | 0 | nt | -3% | -1% | -6%
CCCCN(CCCC)S(=O)(=O)c1ccc(NS(=O)(=O)c2ccc(NC(C)=O)cc2)cc1 | ? | -2% | ? | -2 | -0.1% | 2% | 12 | ? | -1% | 0% | 29%
Nc1nc(SCC(=O)Nc2cc(Cl)c(Cl)cc2Cl)n[nH]1 | -1% | nt | ? | 1 | -0.2% | -29% | nt | nt | 0% | nt | -9%
Cc1ccc(S(=O)(=O)NC(=O)Nc2cc(C)ccc2F)cc1 | 1% | -1% | -3% | 5 | 0.5% | 1% | 2 | -14% | -4% | 6% | 12%[7.66 µM]
COc1cc(/C=N/NC(=O)CNC(=O)c2ccc3c(c2)OCCO3)ccc1O | 30%[activator] | -2% | 7% | -7 | -0.2% | 0% | 2 | -18% | -7% | -1% | 12%
C[C@H]1CN([C@@H](C)CO)C(=O)c2cccc(NC(=O)c3cnccn3)c2O[C@@H]1CN(C)S(=O)(=O)c1ccc(F)cc1 | -1% | nt | 4% | -18 | -0.3% | 2% | nt | nt | 1% | nt | 5%
CCOc1ccccc1NC(=O)NC1CCCCCCC1 | 1% | -16% | -9% | -12 | 0.2% | 5% | nt | nt | -1% | 8% | 6%
CSc1nc2[nH]ncc2c(=O)n1-c1ccccc1 | 3% | -2% | 5% | -3 | 0.3% | 0% | 1 | -12% | -1% | 0% | 4%
O=C(NN=C1CCCC1)c1ccccc1OCc1ccc(Cl)cc1 | 1% | -1% | ? | -15 | 0.3% | -5% | -3 | -18% | -2% | -1% | 32%
CCOc1ccc(NS(=O)(=O)c2ccc(NC(=S)NC(=O)CC(C)C)cc2)cc1 | -21% | 5% | 0% | 5 | -0.1% | 2% | -5 | ? | 0% | -2% | -40%
CCc1cc(=O)oc2cc(C)cc(OCC(=O)N3CCC(C(=O)NC(C)C)(c4ccccc4)CC3)c12 | -3% | nt | 6% | -16 | 1.0% | 1% | nt | nt | 0% | 1% | 19%
COc1ccc(NC(=S)NCc2ccc3c(c2)OCO3)cc1 | 1% | 0% | 1% | 1 | -1.1% | 1% | -1 | 11% | -3% | 0% | 12%
COC(=O)c1cc2occc2n1CC(=O)Nc1ccc(OC)c(OC)c1OC | 0% | -1% | -6% | -1 | 0.2% | 1% | 3 | 4% | 5% | -1% | 19%
COc1ccc(S(=O)(=O)N2CCOc3ccccc32)cc1 | -1% | nt | -5% | 30[activator] | -1.4% | 2% | -3 | 14% | -6% | -1% | -22%
Cc1c(-n2c(SCC(C)C)nc3ccccc3c2=O)c(=O)n(-c2ccccc2)n1C | 9% | -1% | ? | 1 | -0.5% | -2% | 1 | -18% | 1% | -1% | -2%
C=C(C)[C@@H]1CC=C(C(=O)O)CC1 | -1% | -10% | -1% | -20 | -0.9% | 5% | 6 | nt | 2% | 3% | nt
OC[C@@H]1CCCN1Cc1nc(-c2cccs2)no1 | 4% | 6% | 5% | 6 | -0.4% | 0% | 0 | -1% | 1% | 2% | 18%
O=C(CSCC(=O)c1ccccc1)Nc1ccccc1Cl | 1% | -1% | 5% | 10 | 0.0% | -7% | 0 | -24% | -3% | 0% | -12%
O=C(Nc1ncn[nH]1)c1ccccc1O | 36% | -1% | ? | -11 | 0.6% | 3% | 1 | nt | -2% | 0% | -36%
O=C(CSc1ccc2nnc(-c3ccncc3)n2n1)Nc1ccccc1F | 0% | 5% | -3% | 10 | -0.1% | 3% | 2 | -6% | -1% | 2% | 11%
COc1ccccc1-n1cnc2cc(NCc3cccs3)ccc21 | -1% | 5% | ? | -11 | -0.8% | 1% | 0 | nt | -5% | -1% | -31%
CC(C)CN(C(=O)COC(=O)C12CC3CC(CC(Cl)(C3)C1)C2)c1c(N)n(Cc2ccccc2)c(=O)[nH]c1=O | -2% | nt | 1% | 4 | -0.9% | 3% | nt | nt | -3% | nt | -10%
COc1ccc(C(=O)N/N=C/c2sc3ccccc3c2O)cc1 | -7% | 1% | ? | -1 | -0.9% | 9% | 2 | ? | ? | 0% | -58%[inhibitor]
C/C(=N\NC(=O)c1cc2c(s1)CCC(C)C2)c1ccncc1 (stereo unspecified) | 0% | 1% | ? | -2 | -0.5% | 0% | -1 | 0% | -6% | 0% | 11%
CCN1CCN(c2cc(N3CCN(C(=O)c4ccco4)CC3)c3c4c(onc24)-c2ccccc2C3=O)CC1 | -22% | 6%[0.46 µM] | -3% | -1 | -0.1% | -24% | -30* | ? | ? | 9% | -70%[inhibitor]
CCOC(=O)C1C(=O)CC(C)(O)C(C(=O)OCC)C1c1ccc(N(CC)CC)cc1 (stereo unspecified) | 4% | 8% | 3% | 14 | 7.8% | -1% | 2 | 0% | -3% | 0% | 3%
CC12CCC(=O)N1C(C(=O)Nc1cccc3ccccc13)CS2 (stereo unspecified) | 5% | 1% | -8% | -7 | -0.3% | -1% | 3 | 23% | 0% | -6% | 9%

An excerpt; the hit share may differ from the screen's.
